# Assay outcomes deposited in PubChem by several laboratories.
# KOR beta-arrestin-1: KOR antagonists, beta-arrestin recruitment, cell-based, luminescence, uHTS (AID 1778) | KOR beta-arrestin recruitment, luminescence, antagonist mode; higher % means a stronger effect | inhibition, % at 10 µM, or IC50 in µM where a hit was titrated | Kappa-type opioid receptor (Homo sapiens) | 0.091% of 290,000 active; in the data active means inhibition above about 50%; further: strong numbers were not always called active
# GPR35 arrestin U2OS: GPR35 antagonists blocking zaprinast-driven arrestin recruitment, primary screen, imaging, U2OS, beta-arrestin-GFP, zaprinast agonist (AID 2058). G-protein coupled receptor 35 (Homo sapiens). U2OS GPR35 beta-arrestin-GFP translocation imaging, zaprinast antagonism; higher % means a stronger effect. inhibition, % at 10 µM, or IC50 in µM where a hit was titrated. 0.052% of 290,000 active;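 active means inhibition of at least 50% with at least 30 cells and total cytoplasm GFP at most 10,000,000; inconclusive means under 30 cells or total GFP of 10,000,000 plus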
# GPR55 antagonists: GPR55 antagonists blocking LPI-driven arrestin recruitment, primary screen, imaging, U2OS, beta-arrestin-GFP, LPI agonist (AID 2013); 0.13% of 290,000 active; G-protein coupled receptor 55 (Homo sapiens); U2OS GPR55 beta-arrestin-GFP translocation imaging, LPI antagonism; higher % means a stronger effect; one-dose inhibition, % at 10 µM; IC50 in µM for titrated hits;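 active means spots per cell inhibited over 60%, with over 100 cells counted and total cytoplasm intensity under 500,000; inconclusive means wells with under 100 cells, flagged as likely toxic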;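 further: U2OS cells stably carrying GPR55 and arrestin-GFP stimulated by 5 µM LPI near EC80; imaged beta-arrestin-GFP aggregate spots per cell after agonist stimulation; plate controls were LPI-stimulated DMSO wells for no effect and DMSO wells without LPI for full effect; some results filed as inactive read as strong as hits; confirmed hits need IC50 under 10 µM and bright autofluorescent wells are also inconclusive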
# GPR55 activation: GPR55 agonists via beta-arrestin recruitment, primary screen, imaging, U2OS cells, beta-arrestin-GFP redistribution (AID 1961) | G-protein coupled receptor 55 (Homo sapiens) | U2OS GPR55 beta-arrestin-GFP redistribution imaging; higher % means a stronger effect | one-dose activation, % at 10 µM; EC50 in µM for titrated hits | 0.048% of 290,000 active;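 active means activation above 40% with more than 50 cells counted in the well; inconclusive means wells holding fewer than 50 cells, flagged as toxic or sparse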;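 further: U2OS osteosarcoma cells stably expressing GPR55 and beta-arrestin-GFP; plate controls were DMSO negative control for no effect and LPI positive control for full effect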
# T cell modulator: modulators of CD8 T cell-vesicle binding, primary screen, mouse 2C CD8+ T cells, flow cytometry | 2C CD8+ T cell-vesicle binding; hits give low values | calls only at 7 µM | 0.068% of 330,000 active;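 active means response, share of CD8 T cells binding vesicles, and their 90th percentile fluorescence all below set limits, cut at about 80% in these data, passing the limit was not always enough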
#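 Benchmarks: naked versus QL9-loaded vesicles / Assay system: purified 2C TCR transgenic mouse naive CD8+ T cells / Technique: high-throughput flow cytometry with anti-B7-1 and anti-CD8 staining / Timing: Cell–vesicle co-incubation 1.5 h at 37 °C, staining 20 min on ice / Read-out: percent CD8+ FL2 mean versus row control / Probe or stimulus: QL9-loaded Drosophila micro-vesicles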
# PhoP inhibition: inhibitors of PhoP regulon expression, primary screen, Salmonella Typhimurium, GFP reporter (AID 1863); inhibition, % at 50 µM, or IC50 in µM where a hit was titrated; S. Typhimurium PhoP-regulated promoter GFP reporter, 4 h; higher % means a stronger effect; 0.16% of 300,000 active;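 active means inhibition over 29.93%, a cutoff 3 SD above the screen mean, later confirmed by dose response; inconclusive means inhibition over 29.93% but no dose response follow-up; inactive means inhibition at most 29.93% or unconfirmed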;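 further: 0% = low Mg2+ inducing control and 100% = high Mg2+ repressing control; strong numbers were not always called active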
# KOR beta-arrestin-2: KOR agonists, beta-arrestin recruitment, primary screen, cell-based, luminescence, uHTS (AID 1777). 0.02% of 280,000 active. KOR beta-arrestin recruitment, luminescence; higher % means a stronger effect. activation, % at 10 µM; hits with a dose series show EC50 in µM. Kappa-type opioid receptor (Homo sapiens); in the data active means activation above about 50%, passing the limit was not always enough; further: a part of the inactive calls stands beside numbers as strong as those of hits
# NTR1 agonist: agonists of NTR1, primary screen, imaging, U2OS cells, beta-arrestin-GFP, high content (AID 493036); Neurotensin receptor type 1 (Homo sapiens), P30989; NTR1-U2OS beta-arrestin-GFP spot imaging, agonist mode; activation, % at 20 µM; 0.17% of 330,000 active;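 active means activation at or above 40% of the spot to cytoplasm intensity ratio, with at least 20 cells analyzed; inconclusive means wells under 20 cells, flagged as cytotoxic or low count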;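 further: 0% = DMSO without peptide and 100% = 100 nM NTR1 peptide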
# Target sequence (P30989 whole entry, looked up): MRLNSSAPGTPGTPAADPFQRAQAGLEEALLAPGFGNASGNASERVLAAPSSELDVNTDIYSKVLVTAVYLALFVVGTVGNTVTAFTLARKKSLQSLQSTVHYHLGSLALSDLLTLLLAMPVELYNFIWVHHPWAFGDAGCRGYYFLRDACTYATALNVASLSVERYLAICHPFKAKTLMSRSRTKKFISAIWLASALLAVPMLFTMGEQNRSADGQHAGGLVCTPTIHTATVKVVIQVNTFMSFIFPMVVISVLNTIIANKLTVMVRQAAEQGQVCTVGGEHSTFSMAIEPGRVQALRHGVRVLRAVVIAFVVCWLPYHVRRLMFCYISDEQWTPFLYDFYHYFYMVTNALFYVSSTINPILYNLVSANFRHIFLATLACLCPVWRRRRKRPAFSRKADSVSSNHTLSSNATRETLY
# West Nile virus CPE: West Nile virus antiviral activity, cell-based, CPE readout (AID 1621); West Nile virus-infected cells, CPE inhibition; higher % means a stronger effect; 0.02% of 290,000 active; one-dose CPE inhibition, % at 10 µM; IC50 in µM for titrated hits; in the data active means a potency from the dose series; inconclusive means CPE inhibition mostly from about 3.7% at the one dose, without a potency; inactive means the rest, 99 in 100 with CPE inhibition below about 2.2%; further: strong numbers were not always called active
# T cell modulator vesicle-bound %: further read-out of T cell modulator, marked with its call; double positive events, %; measured here: CD8+ vesicle-bound cell fraction;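 binding gate set so that unloaded-vesicle control wells show 10% double positive cells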
# NTR1 agonist cell count 20 µM: further read-out of NTR1 agonist, marked with its call; cell count; measured here: cell count, cytotoxicity flag
# * = called active by the depositor; i = inactive; ? = inconclusive; nt = no result given; [ ] = another dose, or the depositor's remark. Compounds as they come. Share with any hit: about 0.62%.
SMILES,KOR beta-arrestin-1,GPR35 arrestin U2OS,GPR55 antagonists,GPR55 activation,T cell modulator,T cell modulator vesicle-bound %,PhoP inhibition,KOR beta-arrestin-2,NTR1 agonist,NTR1 agonist cell count 20 µM,West Nile virus CPE
COc1ccc(CN(C)CC(=O)Nc2cccc(S(N)(=O)=O)c2)c(OC)c1OC,-6%[20 µM],-19%,1%,-0.1%,i,40,9%,-1.3%,-1.0,57,-0.2%
CC(C)(C)C(=O)NC(NC(=O)C(C)(C)C)c1ccc([N+](=O)[O-])cc1,-16%,6%,3%,0.2%,i,44,-4%,-1.0%,1.6,50,-0.2%
Cc1ccc(-c2noc(CN(C(=O)CCCCCN3C(=O)c4ccccc4C3=O)C(C)C)n2)cc1,48%,-12%,-3%,-0.2%,i,52,12%,0.8%,4.3,27,-0.2%
O=C(COc1ccccc1C(=O)c1cnn(-c2ccccc2)c1)Nc1ccc2ccccc2c1,18%,-15%,4%,0.9%,i,48,-4%,0.0%,5.6,40,-0.2%
Cc1nn(-c2ccccc2)c(-n2cccc2)c1C(=O)O,17%,-4%,-8%,-0.1%,i,4,5%,1.0%,0.0,65,1.6%
Cc1ccc(/C=N/N2CCN(Cc3ccccc3)CC2)s1,1%,2%,0%,0.0%,i,18,11%,-9.4%,0.5,94,-0.6%
CN(CCC#N)C(=O)COC(=O)c1cccnc1Nc1ccccc1F,-4%,31%,10%,0.2%,i,57,-17%,-0.8%,0.5,77,-0.2%
COc1cccc(CNC(=O)Cc2c(C(=O)O)[nH]c3ccccc23)c1,-24%,-14%,8%,-0.1%,i,9,-3%,7.6%,0.9,36,-0.1%
CC1(C)CSC(=S)N1S(=O)(=O)c1ccccc1,26%,-5%,-3%,-0.2%,nt,nt,7%,-2.8%,-0.3,56,-0.6%
CC(=O)N1c2ccc(S(=O)(=O)NCC3CCC(C(=O)Nc4cccc(C)n4)CC3)cc2CC1C (centres undefined),-22%,-16%,12%,0.0%,i,35,6%,6.5%,1.9,46,0.0%
Cc1c(C(=O)OCC(C)(C)CN(C)C)oc2ccccc12,27%,-9%,-6%,-0.2%,i,28,8%,0.1%,-2.2,83,0.1%
COCCn1c(N)c(Sc2ccccc2)c(=O)[nH]c1=O,-15%,2%,1%,-0.2%,i,21,-5%,-0.6%,-0.8,49,0.2%
OCCN1CCN(C(=S)Nc2ccc(Oc3ccccc3)cc2)CC1,6%,-14%,-3%,0.5%,i,55,-9%,-0.8%,-0.7,73,0.6%
Nc1nnn(CC(=O)N/N=C/c2ccco2)n1,2%,11%,0%,0.8%,i,27,-3%,0.0%,-1.0,28,0.0%
CC(C)(C)NCC(O)COc1c(F)cc(Br)cc1F (centres undefined),6%,2%,-11%,0.0%,i,19,2%,0.6%,-1.0,69,-1.1%
O=C(Cc1cc(=O)oc2cc(O)ccc12)N[C@@H](Cc1c[nH]c2ccccc12)C(=O)O,-13%,0%,7%,0.0%,i,31,-6%,-0.8%,-0.7,96,-0.1%
Cc1cc(C)c(S(=O)(=O)/N=C2/C=C(Sc3ncn[nH]3)C(=O)c3ccccc32)cc1C,-109%,-7%,-22%,0.1%,i,49,?,19%,nt,nt,?
O=C1c2ccccc2C(Nc2cccnc2)N1Cc1ccccc1 (centres undefined),16%,10%,0%,0.2%,i,36,1%,-2.9%,2.7,79,-0.3%
C=CCn1c(CNC(=O)c2ccco2)nnc1SCC(=O)c1ccc(F)cc1,6%,2%,-4%,0.0%,i,18,-1%,-1.7%,-1.4,63,0.2%
O=C(NNc1ccc(C(F)(F)F)cc1[N+](=O)[O-])c1ccc(NS(=O)(=O)c2ccc(F)cc2)cc1,6%,-3%,25%,-0.2%,i,38,-21%,1.5%,nt,nt,-1.2%

# Look-ups from the results shown:
# Cc1cc(C)c(S(=O)(=O)/N=C2/C=C(Sc3ncn[nH]3)C(=O)c3ccccc32)cc1C | GPR55 antagonists: -22%
# O=C(Cc1cc(=O)oc2cc(O)ccc12)N[C@@H](Cc1c[nH]c2ccccc12)C(=O)O | PhoP inhibition: -6%

# Next section:
SMILES,KOR beta-arrestin-1,GPR35 arrestin U2OS,GPR55 antagonists,GPR55 activation,T cell modulator,T cell modulator vesicle-bound %,PhoP inhibition,KOR beta-arrestin-2,NTR1 agonist,NTR1 agonist cell count 20 µM,West Nile virus CPE
Cc1ccc2c(c1)N(CC(=O)NC1CCCC(C)C1C)C(=O)c1cccnc1O2 (centres undefined),15%[20 µM],2%,-2%,0.5%,i,48,nt,-5.3%,-2.3,62,0.1%
COc1ccc(N/N=C(\C=N\O)C(=O)c2ccc(OC)cc2)cc1,-63%,7%,-2%,-0.1%,i,40,-4%,-6.1%,4.9,52,0.6%
CCNc1nc(N)nc(-c2cc(Cl)ccc2O)n1,-23%,-5%,2%,-0.2%,i,33,7%,0.3%,3.4,79,1.6%
Nc1c2c(=O)oc(-c3ccccc3)cc2nn1-c1ccccc1,-33%,10%,-9%,0.6%,i,53,-7%,-2.0%,7.5,83,nt
Cc1c(NC(=O)C(C)OC(=O)/C=C/c2ccccc2)c(=O)n(-c2ccccc2)n1C (centres undefined),0%,-10%,16%,-0.3%,i,8,2%,-2.1%,1.6,47,-0.1%
COc1ccc(CNC(=O)CN(Cc2ccc(C)cc2)S(=O)(=O)c2ccc(Cl)cc2)cc1,-34%,15%,7%,0.0%,i,31,25%,-3.4%,4.7,101,0.1%
Cc1ccc(N(CC(=O)NCCSCc2ccco2)S(C)(=O)=O)cc1,-9%,-2%,-4%,-0.2%,i,32,7%,-3.1%,-1.1,45,-0.6%
O=C(NCc1cccc(C(F)(F)F)c1)c1ccc(=O)[nH]c1,-17%,-3%,-12%,0.8%,i,25,-1%,3.2%,-2.5,55,-0.3%
COc1ccccc1NC(=O)N(Cc1ccccc1)C1=NCC(C)S1 (centres undefined),-1%,5%,8%,0.0%,i,50,13%,0.0%,-0.5,89,-0.2%
O=C(NCC1CCCO1)C1CCCN1C(=O)Nc1ccc(Cl)cc1 (centres undefined),-15%[20 µM],21%,9%,0.2%,i,6,nt,nt,0.0,49,-0.5%
COc1cc2c(cc1OC)CN(CC(=O)NC(=O)NC(C)(C)C)CC2,-2%,2%,-1%,-0.4%,i,32,1%,-2.0%,1.2,50,-0.6%
C(=C\c1ccco1)/c1ccc2ccccc2n1,-39%,9%,-10%,-0.1%,i,48,-10%,-0.4%,2.4,55,-0.2%
Cc1cccc(C(CC(=O)N2CCCC2)c2ccccc2)c1O (centres undefined),-20%,12%,13%,0.2%,i,33,4%,8.7%,1.3,45,-0.1%
CC(c1ccccc1)N(CC(=O)NC1CCCCC1)S(=O)(=O)c1cccc(C(F)(F)F)c1 (centres undefined),-12%,17%,5%,-0.3%,i,16,-8%,13%,12,88,-2.1%
COC(=O)c1ccc(C)c(-n2c(=O)n(Cc3ccccc3)c(=O)c3[nH]cnc32)c1,6.4µM*,7%,2%,-0.1%,i,25,0%,-3.8%,0.4,95,0.6%
CCc1ccccc1NS(=O)(=O)Cc1ccccc1,0%,25%,7%,-0.1%,i,64,-3%,7.3%,0.0,41,0.3%
CCC(=O)c1ccc(N2CCOCC2)c(F)c1,nt,nt,nt,nt,i,31,1%,nt,0.3,42,-0.2%
CC1(C)CC2(C)Nc3ccccc3N2C(=S)N1 (centres undefined),15%,-4%,8%,0.5%,i,50,7%,-3.3%,-0.6,40,-0.2%
CCCCC(=O)Nc1ccc2c(c1)nc1n2CCSC1,-34%,-9%,4%,-0.2%,i,15,0%,6.3%,-1.1,67,-0.4%
CC(C)(C)C(=O)NC(=S)Nc1ccc(Cc2ccncc2)cc1,-5%,12%,5%,-0.1%,i,34,-7%,-1.7%,0.7,72,-2.1%
COc1cc(C2NC(=O)NC(O)(C(F)(F)F)C2C(C)=O)cc(OC)c1OC (centres undefined),5%,13%,4%,-0.1%,i,1,-12%,-5.7%,0.7,57,nt
CCOC(=O)c1ccc(NC(=O)Nc2ccc(S(N)(=O)=O)cc2)cc1,23%,19%,-12%,0.1%,i,25,1%,-1.0%,1.5,47,0.3%

# Entries listed so far with an NH in an aromatic ring:
SMILES,KOR beta-arrestin-1,GPR35 arrestin U2OS,GPR55 antagonists,GPR55 activation,T cell modulator,T cell modulator vesicle-bound %,PhoP inhibition,KOR beta-arrestin-2,NTR1 agonist,NTR1 agonist cell count 20 µM,West Nile virus CPE
COc1cccc(CNC(=O)Cc2c(C(=O)O)[nH]c3ccccc23)c1,-24%,-14%,8%,-0.1%,i,9,-3%,7.6%,0.9,36,-0.1%
COCCn1c(N)c(Sc2ccccc2)c(=O)[nH]c1=O,-15%,2%,1%,-0.2%,i,21,-5%,-0.6%,-0.8,49,0.2%
O=C(Cc1cc(=O)oc2cc(O)ccc12)N[C@@H](Cc1c[nH]c2ccccc12)C(=O)O,-13%,0%,7%,0.0%,i,31,-6%,-0.8%,-0.7,96,-0.1%
Cc1cc(C)c(S(=O)(=O)/N=C2/C=C(Sc3ncn[nH]3)C(=O)c3ccccc32)cc1C,-109%,-7%,-22%,0.1%,i,49,?,19%,nt,nt,?
O=C(NCc1cccc(C(F)(F)F)c1)c1ccc(=O)[nH]c1,-17%,-3%,-12%,0.8%,i,25,-1%,3.2%,-2.5,55,-0.3%
COC(=O)c1ccc(C)c(-n2c(=O)n(Cc3ccccc3)c(=O)c3[nH]cnc32)c1,6.4µM*,7%,2%,-0.1%,i,25,0%,-3.8%,0.4,95,0.6%
